Screening data as filed in PubChem.
IL-1B inflam inh = blocks inflammasome-driven IL-1 beta release. THP-1 LPS/ATP IL-1B secretion, AlphaLISA, 16 h; stronger effect = lower value. activity change, % at 57.5 µM. 360,000 tested, 4.7% active. AID 743279; in the data active means activity change below about -50%; inconclusive means mostly about -30% to -49%; further: on the % scale 0 is the no-effect control and ±100 the full control effect
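THP-1 cells pretreated 1 hr with compounds (up to 57.5 uM final), then stimulated with LPS (250 ng/mL final) plus ATP (1.25 mM final); secreted IL-1B measured by AlphaLISA after 16 hr, decreased signal indicating inhibition.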
KB-3-1 tox = kills parental KB-3-1 adenocarcinoma cells; KB-3-1 viability, CellTiter-Glo ATP luminescence, 72 h; Potency, µM (top dose mostly 46.1 µM), without a hit: at the top dose activity change, negative = cytotoxic, actives largely listed as cytotoxic; 400,000 tested, 1.4% active; AID 1347075; further: potency means the concentration at half of the fitted maximal effect; on the % scale 0 is the no-effect control and ±100 the full control effect; nearly all actives have a fitted effect of over 60% in size
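Parental KB-3-1 adenocarcinoma cells in phenol-red-free DMEM with 10% FBS were pin-treated with compounds at several concentrations, incubated 72 h at 37 °C, and viability read by CellTiter-Glo luminescence; concentration-effect curves were fitted after normalization.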
HT1080-NT tox = kills 2HG-producing HT-1080-NT fibrosarcoma cells; Potency, µM (titrated, usually from 46.1 µM), without a hit: at the highest dose activity, negative = less viability, actives largely listed as cytotoxic; AID 686970; HT-1080-NT fibrosarcoma viability, CellTiter-Glo ATP luminescence, 48 h; 360,000 tested, 1.6% active;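 further: NT is the 2HG producing partner of a matched IDH1 knockdown line; potency means the concentration at half of the fitted maximal effect; 0% = DMSO-treated cells and -100% = media-only wells without cells; nearly all actives have a fitted effect of over 55% in size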
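Compounds were tested in concentration-response format on HT-1080-NT cells for 48 hours at 37 degrees C. Cell viability came from CellTiter-Glo luminescence; curves were classified by r2, response magnitude and activity.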
ATXN2 expr inh = inhibitors of ATXN2 expression. Potency, µM (highest dose often 57 µM), for the others: top-dose activity change, negative = inhibition, usual class: inhibitors. AID 1745845. 360,000 tested, 0.72% active. HEK-293 ATXN2-luciferase reporter, luminescence, 24 h; further: potency means the concentration at half of the fitted maximal effect; on the % scale 0 is the no-effect control and ±100 the full control effect; nearly all actives have a fitted effect of over 55% in size
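qHTS (up to 57 uM final) was run with 24 h compound exposure of reporter cells at 37 °C. Each well was multiplexed: SteadyGlo luminescence measured ATXN2-luciferase expression after a fluorogenic Gly-Phe-AFC viability readout (25 uM final).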
S2 tox = reduces viability in counter-screen for ATXN expression inhibitors; 400,000 tested, 0.49% active; AID 651635; Potency, µM (top dose mostly 56.7 µM), most hits filed as cytotoxic; S2 cells (HEK-293 line with an ATXN2-luciferase reporter) viability, CellTiter-Fluor protease fluorescence, 24 h; further: potency means the concentration at half of the fitted maximal effect; nearly all actives have a fitted effect of over 40% in size
HT1080 IDH1KD tx = kills HT-1080 cells with IDH1 knockdown | HT-1080 IDH1 knockdown viability, ATP luminescence, 48 h | Potency, µM (highest dose often 46.1 µM), inactives show at the top dose activity, negative = toxicity, usual class: cytotoxic | 360,000 tested, 2% active | AID 686971;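 further: potency means the concentration at half of the fitted maximal effect; 0% = DMSO wells and -100% = cell-free medium wells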
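Knockdown cells (IDH1KD HT-1080) received compounds 2 h after plating at 750 cells/well and were kept 48 h at 37 °C in 5% FBS RPMI. A CellTiter-Glo luminescence read gave % activity for curve fitting.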
MCF10A rereplic = inducers of DNA re-replication in MCF 10A breast cells | MCF 10A DNA re-replication, Hoechst nuclear intensity, 48 h | Potency, µM (series often up to 46.1 µM), inactives show top-dose activity, positive = re-replication, hits mostly activators | 350,000 tested, 2.9% active; further: potency means the concentration at half of the fitted maximal effect; % of control where 0% means no effect; nearly all actives have a fitted effect of over 50% in size
KB-V1 MDR tox = kills drug-selected multidrug resistant KB-V1 cells; KB-V1 MDR cells viability, CellTiter-Glo, 72 h; Potency, µM (series often up to 46.1 µM), without a hit: top-dose activity change, negative = cytotoxicity, actives largely listed as cytotoxic; 400,000 tested, 3.4% active; further: potency means the concentration at half of the fitted maximal effect; on the % scale 0 is the no-effect control and ±100 the full control effect; nearly all actives have a fitted effect of over 60% in size
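KB-V1 MDR subline cells in DMEM (phenol-red free, 10% FBS) exposed to compounds in qHTS concentration series for 72 h at 37 degrees C. Viability read by CellTiter-Glo luminescence; concentration-effect curves fitted after normalization and correction.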
SW480 rerep = DNA re-replication induction in SW480 cells; SW480 DNA re-replication, Hoechst DNA content imaging, 48 h; Potency, µM (top dose mostly 46.1 µM), inactives show at the top dose re-replication activation, hits mostly activators; 340,000 tested, 1.8% active; further: potency means the concentration at half of the fitted maximal effect; % of control where 0% means no effect; nearly all actives have a fitted effect of over 55% in size
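Compounds, transferred as 23 nL by pin tool, were incubated with cells for 48 hr; DNA content per nucleus was then quantified by Hoechst staining and fluorescence plate imaging.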
The depositor's hits bear a star; [ ] = remark or other dose. Unless noted, the call rests on the fitted dose curve; in most records, active means well fitted curve in the direction sought with a large enough effect; inconclusive means small, poorly fitted or top-dose-only effect, or another doubt; inactive means no such curve, though single readings can be large; an effect the other way counts as inactive or inconclusive.

The opening 2 records (preview)
Results for COc1ccc(C(=O)O)cc1S(=O)(=O)Nc1ccc(N2CCCCC2)cc1 ?
IL-1B inflam inh: 8; KB-3-1 tox: -6%; HT1080-NT tox: 3%; ATXN2 expr inh: -10%; S2 tox: inactive; HT1080 IDH1KD tx: 4%; MCF10A rereplic: -25%; KB-V1 MDR tox: inconclusive; SW480 rerep: -9%

What do the screens show for `Clc1nccc(N2CCN(c3ccccc3Cl)CC2)n1`?
KB-3-1 tox: 2%; HT1080-NT tox: 0%; ATXN2 expr inh: -11%; S2 tox: inactive; HT1080 IDH1KD tx: 1%; MCF10A rereplic: -4%; KB-V1 MDR tox: inconclusive; SW480 rerep: inconclusive

The list itself, previewed entries included:
Results for COc1ccc(C(=O)O)cc1S(=O)(=O)Nc1ccc(N2CCCCC2)cc1 ?
IL-1B inflam inh: 8; KB-3-1 tox: -6%; HT1080-NT tox: 3%; ATXN2 expr inh: -10%; S2 tox: inactive; HT1080 IDH1KD tx: 4%; MCF10A rereplic: -25%; KB-V1 MDR tox: inconclusive; SW480 rerep: -9%

What do the screens show for `Clc1nccc(N2CCN(c3ccccc3Cl)CC2)n1`?
KB-3-1 tox: 2%; HT1080-NT tox: 0%; ATXN2 expr inh: -11%; S2 tox: inactive; HT1080 IDH1KD tx: 1%; MCF10A rereplic: -4%; KB-V1 MDR tox: inconclusive; SW480 rerep: inconclusive

Results for CN(C)CCOc1ccc(C(C)(C)c2ccccc2)cc1 ?
IL-1B inflam inh: 4; KB-3-1 tox: -1%; HT1080-NT tox: 17%; ATXN2 expr inh: -2%; S2 tox: inactive; HT1080 IDH1KD tx: 15%; MCF10A rereplic: 13%; KB-V1 MDR tox: 8%; SW480 rerep: 2%

How did COc1ccc(N2CCN(C(=O)CSc3nc(C)cs3)CC2)cc1 do in these assays?
IL-1B inflam inh: -14; KB-3-1 tox: 5%; HT1080-NT tox: 7%; ATXN2 expr inh: -3%; S2 tox: inactive; HT1080 IDH1KD tx: 1%; MCF10A rereplic: 0%; KB-V1 MDR tox: -1%; SW480 rerep: 18µM*

What do the screens show for `COc1ccc(Cl)cc1S(=O)(=O)NC(C)c1cnn(-c2ccccn2)c1C` (configuration not stated)?
IL-1B inflam inh: 11; KB-3-1 tox: -3%; HT1080-NT tox: -5%; S2 tox: inactive; HT1080 IDH1KD tx: -3%; KB-V1 MDR tox: -15%

How did CNC[C@@H]1Oc2ccc(NS(=O)(=O)c3ccc(OC)cc3)cc2CC(=O)N([C@H](C)CO)C[C@@H]1C do in these assays?
IL-1B inflam inh: 15; KB-3-1 tox: 15%; HT1080-NT tox: 11%; ATXN2 expr inh: -1%; S2 tox: inactive; HT1080 IDH1KD tx: 9%; MCF10A rereplic: -6%; KB-V1 MDR tox: -4%; SW480 rerep: 2%

Results for Cc1nnc(SCCOc2ccccc2)s1 ?
IL-1B inflam inh: -4; KB-3-1 tox: -14%; HT1080-NT tox: 17%; ATXN2 expr inh: 15%; S2 tox: inactive; HT1080 IDH1KD tx: 3%; MCF10A rereplic: 5%; KB-V1 MDR tox: 9%; SW480 rerep: 20%

How did COc1nc(N)c(S(=O)(=O)c2ccccc2)cc1C#N do in these assays?
IL-1B inflam inh: -6; KB-3-1 tox: 5%; HT1080-NT tox: 5%; ATXN2 expr inh: 21%; S2 tox: inactive; HT1080 IDH1KD tx: -1%; MCF10A rereplic: 0%; KB-V1 MDR tox: 8%; SW480 rerep: -12%

What do the screens show for `CCc1cc(=O)oc2cc(OC(C)C(=O)NCC3CCC(C(=O)O)CC3)c(Cl)cc12` (configuration not stated)?
IL-1B inflam inh: 13; KB-3-1 tox: 0%; HT1080-NT tox: 2%; ATXN2 expr inh: -14%; S2 tox: inactive; HT1080 IDH1KD tx: -2%; MCF10A rereplic: inconclusive; KB-V1 MDR tox: 0%; SW480 rerep: -3%

Results for Cc1ccccc1CSc1ccc2nnc(-c3ccccn3)n2n1 ?
IL-1B inflam inh: inconclusive; KB-3-1 tox: 9%; HT1080-NT tox: 10%; ATXN2 expr inh: -16%; S2 tox: inactive; HT1080 IDH1KD tx: 5%; MCF10A rereplic: 2%; KB-V1 MDR tox: inconclusive; SW480 rerep: -5%

How did Cc1cc(C)cc(NC(=O)CCc2c(C)nn(-c3ccc(N4CCOCC4)nn3)c2C)c1 do in these assays?
IL-1B inflam inh: -20; KB-3-1 tox: 10%; HT1080-NT tox: -11%; ATXN2 expr inh: 12%; S2 tox: inactive; HT1080 IDH1KD tx: 1%; MCF10A rereplic: -2%; KB-V1 MDR tox: -4%; SW480 rerep: 5%

Results for CN(C(=O)CSc1ncnc2sc(-c3ccccc3)cc12)C1CCS(=O)(=O)C1 (configuration not stated) ?
IL-1B inflam inh: -12; KB-3-1 tox: 0%; HT1080-NT tox: -3%; ATXN2 expr inh: -34%; S2 tox: inactive; HT1080 IDH1KD tx: -3%; MCF10A rereplic: 23%; KB-V1 MDR tox: 0%; SW480 rerep: 18%

What do the screens show for `COc1ccc(S(=O)(=O)Nc2cccc3c2O[C@H](CN(C)S(=O)(=O)c2cccs2)[C@@H](C)CN([C@H](C)CO)C3=O)cc1`?
IL-1B inflam inh: -11; KB-3-1 tox: inconclusive; HT1080-NT tox: -3%; ATXN2 expr inh: -2%; S2 tox: inactive; HT1080 IDH1KD tx: 0%; MCF10A rereplic: 2%; KB-V1 MDR tox: -4%; SW480 rerep: 3%

What do the screens show for `Cc1ccc2cc(C#N)c(NCCCNC(=O)C3CCCO3)nc2c1` (configuration not stated)?
IL-1B inflam inh: -13; KB-3-1 tox: 15%; HT1080-NT tox: 6%; ATXN2 expr inh: -8%; S2 tox: inactive; HT1080 IDH1KD tx: -4%; MCF10A rereplic: 9%; KB-V1 MDR tox: 0%; SW480 rerep: inconclusive

What do the screens show for `CC(=O)Nc1cccc(NC(=O)CCNC(=O)c2ccc(Cl)cc2)c1`?
IL-1B inflam inh: 0; KB-3-1 tox: -2%; HT1080-NT tox: -1%; ATXN2 expr inh: 2%; S2 tox: inactive; HT1080 IDH1KD tx: -2%; MCF10A rereplic: -3%; KB-V1 MDR tox: -10%; SW480 rerep: -8%

Results for CCC(=O)Nc1nc(C)c(-c2csc(Nc3cccc(O)c3)n2)s1 ?
IL-1B inflam inh: -75*; KB-3-1 tox: inconclusive; HT1080-NT tox: inconclusive; S2 tox: inconclusive; HT1080 IDH1KD tx: 0.46µM*; MCF10A rereplic: 21µM*; KB-V1 MDR tox: inconclusive; SW480 rerep: inconclusive

Results for CCCCOC(=O)Nc1ccc(S(=O)(=O)Nn2cnnc2)cc1 ?
IL-1B inflam inh: 0; KB-3-1 tox: -1%; HT1080-NT tox: 15%; ATXN2 expr inh: -1%; S2 tox: inactive; HT1080 IDH1KD tx: 3%; MCF10A rereplic: -7%; KB-V1 MDR tox: -5%; SW480 rerep: -3%

Results for O=C(NCCc1ccccn1)C1CC(=O)N(Cc2ccccc2Cl)C1 (configuration not stated) ?
IL-1B inflam inh: 3; KB-3-1 tox: 8%; HT1080-NT tox: 1%; ATXN2 expr inh: -1%; S2 tox: inconclusive; HT1080 IDH1KD tx: 9%; MCF10A rereplic: 2%; KB-V1 MDR tox: -26%; SW480 rerep: 1%

How did COc1ccc(C2Nc3ccccc3C(=O)N2Cc2ccccc2)cc1CN1CCOCC1 (configuration not stated) do in these assays?
IL-1B inflam inh: inconclusive; KB-3-1 tox: inconclusive; HT1080-NT tox: -5%; ATXN2 expr inh: -10%; S2 tox: inactive; HT1080 IDH1KD tx: -14%; MCF10A rereplic: inconclusive; KB-V1 MDR tox: -1%; SW480 rerep: -5%

What do the screens show for `CC1(C(=O)N/N=C/c2cc3c(cc2Br)OCO3)CC1(Br)Br` (configuration not stated)?
IL-1B inflam inh: -9; HT1080-NT tox: -21%; ATXN2 expr inh: -7%; S2 tox: inactive; HT1080 IDH1KD tx: -8%; MCF10A rereplic: inconclusive; SW480 rerep: 14%

Results for CCS(=O)(=O)c1ccc2oc(Nc3cc(Cl)ccc3OC)nc2c1 ?
IL-1B inflam inh: 5; KB-3-1 tox: -4%; HT1080-NT tox: -6%; ATXN2 expr inh: 2%; S2 tox: inactive; HT1080 IDH1KD tx: 0%; MCF10A rereplic: 4%; KB-V1 MDR tox: 2%; SW480 rerep: 19%

How did O=C(O)c1cc(-c2ccccc2)nn1CC1CC(c2cccc([N+](=O)[O-])c2)=NO1 (configuration not stated) do in these assays?
IL-1B inflam inh: -8; KB-3-1 tox: 0%; HT1080-NT tox: 13%; ATXN2 expr inh: 2%; S2 tox: inactive; HT1080 IDH1KD tx: 6%; MCF10A rereplic: -8%; KB-V1 MDR tox: 17%; SW480 rerep: -12%

What do the screens show for `Cc1cc(NC(=O)COc2ccc([N+](=O)[O-])cc2)no1`?
IL-1B inflam inh: -22; KB-3-1 tox: -8%; HT1080-NT tox: -3%; S2 tox: inactive; HT1080 IDH1KD tx: 7%; MCF10A rereplic: 9%; KB-V1 MDR tox: -7%; SW480 rerep: -16%

What do the screens show for `COc1ccc(C2Nc3ccccc3C(=O)N2c2ccc(Cl)cc2)cc1Cn1cc([N+](=O)[O-])cn1` (configuration not stated)?
IL-1B inflam inh: -27; KB-3-1 tox: 20%; HT1080-NT tox: 2%; ATXN2 expr inh: 56%[activator]; S2 tox: inactive; HT1080 IDH1KD tx: -12%; MCF10A rereplic: 7%; KB-V1 MDR tox: 0%; SW480 rerep: -2%

What do the screens show for `C/C(Cc1ccccc1)=N\NC(=O)CNC(=O)c1ccc(Cl)cc1`?
IL-1B inflam inh: 34; KB-3-1 tox: 18%; HT1080-NT tox: 2%; ATXN2 expr inh: 4%; S2 tox: inactive; HT1080 IDH1KD tx: -3%; MCF10A rereplic: -1%; KB-V1 MDR tox: 22%; SW480 rerep: -3%

Results for O=C(CN1C(=O)c2ccccc2S1(=O)=O)NCCSCc1c(F)cccc1Cl ?
IL-1B inflam inh: -7; KB-3-1 tox: -6%; HT1080-NT tox: 21%; ATXN2 expr inh: 2%; S2 tox: inactive; HT1080 IDH1KD tx: 20%; MCF10A rereplic: 0%; KB-V1 MDR tox: 0%; SW480 rerep: -9%
